# Compound activity from PubChem.
# Mito fusion act – blocks mitochondrial division or promotes mitochondrial fusion. Potency, µM (series often up to 46.1 µM), for the others: at the highest dose growth rescue (activation), usual class: activators. S. cerevisiae fusion-defective mutant growth rescue, CellTiterGlo 48 h. AID 485298. 320,000 compounds, 0.23% hits;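 note: potency is the fitted concentration of half-maximal effect; % of control where 0% means no effect; nearly all actives have a fitted effect of over 45% in size; temperature-sensitive fusion mutants such as fzo1-1 at 37 °C on non-fermentable ethanol glycerol medium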
#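 Read-out: ATP-based luminescence (CellTiterGlo, 10 min ambient) reporting growth of fusion-defective ts yeast after 48 hours at 37C on glycerol/ethanol YPEG medium in the presence of compound.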
# Eya2 phos inh – blocks the phosphatase activity of human Eya2. Potency, µM (highest dose often 76.9 µM), inactives show at the top dose activity, negative = inhibition, usual class: inhibitors. 330,000 compounds, 0.006% hits. O00167. recombinant Eya2, OMFP fluorescence dephosphorylation (OMFP is methylfluorescein phosphate). AID 488837; note: potency is the fitted concentration of half-maximal effect; % is set by controls: 0 for no effect and ±100 for the full control effect
#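 Eya2 (0.2 uM) preincubated 10 min at ambient with compound, then OMFP substrate added at 50 uM; 10 min reaction in 50 mM HEPES pH 7.5, 50 mM NaCl, 5 uM MgCl2, 0.05% BSA, 1 mM DTT. Fluorescence read at Ex 485/Em 525 nm.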
# MBNL1 CUG block – blocks human MBNL1 binding to CUG repeat RNA; Q9NR56; TR-FRET MBNL1-His/biotin-(CUG)12 binding, 665/545 ratio; Potency, µM (highest dose often 57.5 µM), for inactives: top-dose activity change, negative = inhibition, usual class: inhibitors; 280,000 compounds, 0.036% hits; AID 2675; active = well fitted inhibition curve with a large enough effect in the signal ratio, with a control signal flat, not every such curve was filed as active; inconclusive = small, poorly fitted or top-dose-only effect, or effect the other way, or a change in a side signal; inactive = no such curve, though single readings can be large or run the other way; the % refers to the signal ratio; note: potency is the fitted concentration of half-maximal effect; % is set by controls: 0 for no effect and ±100 for the full control effect
#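 TR-FRET between His-tagged MBNL1 and biotin-(CUG)12 RNA, detected with Tb anti-His antibody (0.055 ng/ul) and streptavidin-XL665 (5 nM), 60 min at room temperature. Compounds titrated 92 nM to 58 uM; 665/545 nm ratio normalized to buffer and complex controls.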
# Chronic BCR inh – inhibitors of chronic active B-cell receptor signaling; ABC-DLBCL IkBa-CBG/CBR reporter, luminescence ratio, 4 h; Potency, µM (top dose mostly 46.1 µM), for inactives: at the top dose ratio change, negative = lower green/red ratio, most hits filed as inhibitors; 340,000 compounds, 0.05% hits; AID 493014; active = well fitted inhibition curve with a large enough effect in the signal ratio, with a control signal flat, not every such curve was filed as active; inconclusive = small, poorly fitted or top-dose-only effect, or effect the other way, or a change in a side signal; the % refers to the signal ratio;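 note: potency is the fitted concentration of half-maximal effect; plate controls were basal doxycycline-induced cells for no effect and cells given 10 µM MG132 for full effect; MG132 reads +100%, hits lower the ratio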
#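 TMD8 ABC-DLBCL cells carrying doxycycline-inducible green luciferase fused to IkappaBalpha plus unfused red luciferase were exposed to compounds (up to 46 uM) for 4 hrs at 37C. Activity came from the overlap-corrected green/red luminescence ratio.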
# GALK inh – blocks human galactokinase activity. P51570. Purified GALK, Kinase-Glo residual ATP luminescence. Potency, µM (doses to about 57.5 µM), inactives show top-dose activity change, negative = inhibition, actives largely listed as inhibitors. 270,000 compounds, 0.007% hits. AID 1868; note: potency is the fitted concentration of half-maximal effect; % is set by controls: 0 for no effect and ±100 for the full control effect
#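 ATP-depletion format; final 35 uM ATP, 100 uM D-galactose, 5 nM enzyme; pH 8.0 HEPES/Mg2+ buffer; 60 min RT; luminescence read 10 min after detection reagent.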
# S-ASM inh – human S-ASM enzyme inhibition; P17405; placental ASM, HMU-PC fluorogenic substrate, 60 min; Potency, µM (top dose mostly 57.5 µM), for inactives: at the highest dose activity change, negative = inhibition, usual class: inhibitors; 340,000 compounds, 0.006% hits; note: potency is the fitted concentration of half-maximal effect
#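 Human placenta-derived ASM preincubated with compound 10 min at room temperature, then reacted with 9 uM (final) fluorogenic HMU-PC substrate for 60 min at 37 C. Stop solution raises pH to 10; fluorescence read at Ex 386/Em 447 nm.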
# USP2a inh – inhibitors of human ubiquitin-specific protease USP2a | O75604 | USP2 core, Ub-CHOP2 coupled fluorogenic reporter, 485/531 | Potency, µM (titrated, usually from 38.3 µM), for inactives: at the top dose activity change, negative = inhibition, hits mostly inhibitors | 330,000 compounds, 0.01% hits | AID 463254;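 note: potency is the fitted concentration of half-maximal effect; plate controls were DMSO wells for no effect and full inhibition by NEM control for full effect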
#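 USP2 core (10nM final) preincubated 30min RT with compound in 20mM Tris-HCl pH 8.0, 2mM CaCl2, 2mM beta-mercaptoethanol, 0.05% CHAPS; 25nM Ub-CHOP2 plus 25nM reporter substrate added, fluorescence (Ex485/Em531) read after 60min.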
# PKM2 activator – activators of human pyruvate kinase M2; purified PKM2, Kinase-Glo ATP luminescence, activation; response scale: 0% is enzyme alone, no compound; 260,000 compounds, 0.34% hits; P14618; Potency, µM (doses to about 57.5 µM), inactives show top-dose activation, actives largely listed as activators; note: potency is the fitted concentration of half-maximal effect; % is set by controls: 0 for no effect and ±100 for the full control effect; nearly all actives have a fitted effect of over 55% in size
# Target sequence (P14618 whole entry, looked up): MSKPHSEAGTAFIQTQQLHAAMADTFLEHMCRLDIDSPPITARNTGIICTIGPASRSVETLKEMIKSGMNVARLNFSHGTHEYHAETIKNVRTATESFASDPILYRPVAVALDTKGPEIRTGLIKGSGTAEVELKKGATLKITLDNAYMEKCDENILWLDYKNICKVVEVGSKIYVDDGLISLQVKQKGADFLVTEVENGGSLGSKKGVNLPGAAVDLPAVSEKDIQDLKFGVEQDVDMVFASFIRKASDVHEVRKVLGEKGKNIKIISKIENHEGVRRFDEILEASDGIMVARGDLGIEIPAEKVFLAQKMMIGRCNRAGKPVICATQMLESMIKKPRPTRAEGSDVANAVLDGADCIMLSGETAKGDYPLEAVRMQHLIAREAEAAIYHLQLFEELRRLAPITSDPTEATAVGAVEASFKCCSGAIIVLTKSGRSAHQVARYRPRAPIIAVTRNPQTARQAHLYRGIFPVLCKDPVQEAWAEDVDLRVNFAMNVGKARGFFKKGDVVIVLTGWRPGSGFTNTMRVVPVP
#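 Purified hPK-M2 (>95% pure) converted ADP (0.1 mM final) to ATP with 0.5 mM PEP in 50 mM imidazole pH7.2, KCl, MgCl2, Tween 20, BSA; 1 h at room temperature. ATP detected by Kinase-Glo luminescence.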
# hERG WT inh – blocks the wildtype human KCNH2 potassium channel; 340,000 compounds, 0.37% hits; U2OS, BacMam KCNH2, thallium flux FluxOr; active compounds read low; AID 720551; activity change, % at 1.84 µM; Q12809;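 active = maximum activity change below -70%; inconclusive = maximum activity change between -70% and -50%; inactive = maximum activity change above -50%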; note: % is set by controls: 0 for no effect and ±100 for the full control effect
#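 U2OS cells transduced with wild-type KCNH2 virus are loaded with FluxOr dye for 45 min, and thallium flux is measured in kinetic reads before and after stimulation buffer. Rate constants are normalized to DMSO controls.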
# Menin-MLL TR inh – displaces Texas Red mutant MLL peptide from human menin | Potency, µM (doses to about 61.6 µM), without a hit: top-dose FP activity change, negative = inhibition, usual class: inhibitors | AID 1768 | 270,000 compounds, 0.23% hits | Menin + Texas Red MLL mutant peptide, fluorescence polarization; active = well fitted inhibition curve with a large enough effect in the polarisation, with a control signal flat, not every such curve was filed as active; inconclusive = small, poorly fitted or top-dose-only effect, or effect the other way, or a change in a side signal; inactive = no such curve, though single readings can be large or run the other way; the % refers to the polarisation; note: potency is the fitted concentration of half-maximal effect; % of control where 0% means no effect; many of its hits are not listed in these tables
# Target sequence (O00255 whole entry, looked up): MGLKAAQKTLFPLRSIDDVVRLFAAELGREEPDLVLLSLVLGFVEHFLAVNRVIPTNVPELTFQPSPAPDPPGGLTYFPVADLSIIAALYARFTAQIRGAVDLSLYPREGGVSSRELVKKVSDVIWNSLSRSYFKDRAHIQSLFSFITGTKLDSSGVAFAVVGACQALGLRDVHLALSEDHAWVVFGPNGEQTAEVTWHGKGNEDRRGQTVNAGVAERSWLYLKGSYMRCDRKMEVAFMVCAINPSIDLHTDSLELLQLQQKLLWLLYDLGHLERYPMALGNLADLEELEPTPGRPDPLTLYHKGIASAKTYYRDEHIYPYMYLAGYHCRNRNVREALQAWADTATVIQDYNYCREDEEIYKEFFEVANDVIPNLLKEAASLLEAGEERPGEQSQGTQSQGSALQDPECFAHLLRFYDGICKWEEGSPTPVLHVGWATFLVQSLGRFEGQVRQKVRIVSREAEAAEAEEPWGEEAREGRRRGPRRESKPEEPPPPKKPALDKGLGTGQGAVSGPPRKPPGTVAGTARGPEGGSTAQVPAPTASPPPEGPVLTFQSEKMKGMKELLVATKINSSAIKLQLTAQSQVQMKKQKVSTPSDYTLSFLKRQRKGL
# TSHR antagonist – antagonists of human thyroid stimulating hormone receptor. P16473. TSHR-expressing cells, TSH-stimulated cAMP HTRF, 2 h; active compounds read low. activity change, negative = inhibition, % at 11.5 µM. 330,000 compounds, 0.2% hits;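 active = activity change below a set negative limit, meaning inhibition stronger than a set level, cut at about -70% in these data; inconclusive = activity change between two set negative limits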; note: % is set by controls: 0 for no effect and ±100 for the full control effect
#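 Read-out is FRET at 665 nm (cryptate excitation 337 nm) from a cryptate-tagged anti-cAMP antibody, competed by cell cAMP against cAMP-d2. Compounds are tested on freshly harvested TSHR cells challenged with 4nM TSH (EC80) for 2 hours at 37 deg C.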
# Active calls of the source: *; u = inconclusive; x = no result given; & = joins results of further samples; [ ] = dose if it differs, or a comment. Unless noted, calls come from the whole dose curve; as a rule, active = well fitted curve in the direction sought with a large enough effect; inconclusive = small, poorly fitted or top-dose-only effect, or another doubt; inactive = no such curve, though single readings can be large; an effect the other way counts as inactive or inconclusive. Only part of the results is shown; rates above refer to the full screens.
SMILES,Mito fusion act,Eya2 phos inh,MBNL1 CUG block,Chronic BCR inh,GALK inh,S-ASM inh,USP2a inh,PKM2 activator,hERG WT inh,Menin-MLL TR inh,TSHR antagonist
CC(=O)c1cccc(NC(=O)CCNS(=O)(=O)c2cccc3nonc23)c1,3%,-9%,u,7%,1%,-5%,1%,-1%,-5,9%,-3
CSc1ccc(/C=C(\NC(=O)c2ccc(C)cc2)C(=O)Nc2cccc(C)c2)cc1,-4%,-1%,u,1%,0%,6%,-1%,-2%,-1,-4%,7
COc1ccc2oc(-c3ccccc3)c(C(=O)N3CCOCC3)c2c1,9%,4%,5%,0%,3%,10%,-2%,0%,1,-10%,7
O=C(NCCO)C1(c2ccc(Cl)cc2)CCCC1,-2%,3%,-10%,u,-3%,2%,-2%,4%,11,x,1
CCCCn1c(N)c(N(CCC(C)C)C(=O)C2CCN(C(=O)c3ccccc3C)CC2)c(=O)[nH]c1=O,-1%,1%,x,-2%,x,1%,-1%,x,11,x,7
CN(C)CCCN(C(=O)c1ccc2c(c1)CCCC2)c1nc2ccc(F)cc2s1,-7%,-14%,-14%,u,0%,-2%,-2%,-3%,u,-19%,-5
O=c1c2ccccc2nc(-c2ccco2)n1/N=C/c1ccco1,2%,7%,u,u,5%,0%,1%,-2%,28,-3%,-7
CCOc1ccc(NC(=O)COC(=O)c2ccc3c(c2)C(=O)N(CCc2ccccc2)C3=O)cc1,0%,4%,39%[activator],10%,-2%,0%,0%,0%,16,1%,-17
COc1cc2c(cc1/C=C1/NC(=O)N(c3ccccc3)C1=O)OCO2,3%,-8%,21%,7%,0%,75%[activator],-4%,-12%,0,5%,-5
O=C(COC(=O)Cn1cnc2ccccc21)NCCCc1ccccc1,2%,-2%,-8%,0%,0%,-1%,0%,-4%,-7,0%,7
CCCCN(CC)CCNC(=O)c1ccc2c(Cl)c3c(nc2c1)CCC3,-26%,10%,-3%,u,x,-2%,2%,x,-22,u,-14
Cc1cc(Nc2ccc(Br)cc2F)n2ncnc2n1,1%,-5%,-7%,-7%,x,1%,1%,-3%,2,2%,9
COc1cc(C)nc(N2CCCC(C(=O)Nc3cccc(Cl)c3C)C2)n1 (configuration not stated),0%,-10%,3%,7%,0%,1%,3%,-2%,5,0%,-12
CCCN1C(=O)c2cc(C(=O)Nc3ccccc3C)ccc2C1Nc1ccccc1C (configuration not stated),9%,-18%,-6%,u,2%,-8%,-6%,0%,7,x,0
CCOc1cccc(-c2c(C(=O)N/N=C(\C)c3ccncc3)nnn2-c2nonc2N)c1,0%,-2%,2%,-1%,3%,1%,3%,x,-21,x,-6
COc1cccc(N(CC(=O)Nc2cccc(F)c2)S(C)(=O)=O)c1,-5%,-4%,-4%,0%,-2%,2%,2%,3%,0,19%,-9
Cc1cccc(NC(=O)COc2coc(CN3CCN(c4ccccc4)CC3)cc2=O)c1C,0%,13%,x,8%,x,x,1%,x,-14,x,-13
O=C(Nc1ccncc1)C1(c2ccccc2)CCCC1,-9%,14%,3%,0%,0%,3%,1%,-1%,-11,11%,-2
CCOC(=O)N1CCN(C(=O)C2CC(=O)N(c3ccc(OC)cc3)C2c2ccc(OC)cc2)CC1 (configuration not stated),-3%,6%,-1%,-1%,-2%,1%,1%,-1%,11,-16%,-6
Cc1nn(-c2ccccc2)nc1CNC(=O)C1CC1,2%,26%,-4%,5%,1%,0%,1%,-8%,-7,x,13
COc1ccccc1NC(=O)CN1C(=O)NC2(CCCCCCC2)C1=O,0%,-20%,-3%,1%,-1%,-1%,0%,-3%,-4,9%,-1
CCn1c(CNC(=O)c2cccs2)nnc1SCC(=O)Nc1ccc(Cl)cc1,-4%,-6%,-6%,-15%,-6%,-1%,1%,-10%,-6,1%,-2
O=C1N=C(N2CCCC2)CN1c1ccccc1,1%,1%,-10%,2%,x,6%,3%,-16%,-6,-9%,-1
CCOCc1cn(CC(=O)c2ccc([N+](=O)[O-])cc2)c(C)nc1=N,4%,4%,u,5%,-2%,-7%,4%,1%,-9,x,-3
COc1ccccc1-c1cc(C(=O)N2CCc3ccccc3C2)c2ccccc2n1,-3%,7%,1%,u,0%,x,-7%,-3%,x,6%,-3
O=C(Nc1nccs1)C1CC(=O)N(c2ccc(F)cc2)C1 (configuration not stated),1%,-7%,1%,11%,0%,-2%,3%,x,-8,-1%,-5
COc1ccc(CNC(=O)CN(Cc2ccco2)C(=O)CCC(=O)Nc2ccccn2)cc1,-10%,-11%,-3%,-1%,-1%,-18%,-1%,-9%,4,-18%,24
Cc1ccc(C)c(OCCCCN2CCNCC2)c1C,-4%,8%,-7%,u,-4%,1%,4%,4%[11.5 µM],-1,-20%,67
CN(C)c1cncc(C(=O)O)c1,12%,3%,4%,0%,0%,29%,2%,3%,10,-24%,7
COc1cccc(CNC(=O)C(c2ccc(Cl)cc2)C(C)C)c1 (configuration not stated),-4%,-1%,7%,2%,1%,0%,1%,-5%,-19,-3%,2
N#C/C(=C\N1CCOCC1)S(=O)(=O)c1ccc(Cl)cc1,-4%,1%,1%,-3%,4%,3%,-1%,5%,0,x,-1
Fc1cccc(F)c1/C=N/N1CCOCC1,-4%,-16%,2%,-11%,-3%,3%,3%,6%,-2,4%,-1
CS(=O)(=O)c1ccc2nc(NC(=O)Nc3ccc(Cl)c(Cl)c3)sc2c1,3%,4%,x,2%,-1%,6%,1%,-2%,-3,u,-2
CN(CC(=O)Nc1sccc1C(N)=O)S(=O)(=O)c1ccc(Cl)cc1,x,-12%,x,u,x,1%,4%,x,11,x,-28
CC1CC(C)CN(CCCNC(=O)Cn2ncc3c([nH]c4ccccc43)c2=O)C1 (configuration not stated),13%,9%,-1%,0%,7%,-1%,-1%,x,-3,x,11
COc1ccc(-c2cc(=O)c3cc(OC)ccc3o2)cc1,13%,6%,-1%,u,4%,8%,0%,-1%,2,4%&2%,11
CCOC(=O)N1CCN(C(=O)COC(=O)CNC(=O)c2ccc(OCC)c(OCC)c2)CC1,-7%,5%,x,3%,x,9%,0%,x,7,x,-1
COc1ccc(N2C(=S)N=C(Nc3cccc(C)c3)C23CCCCC3)cc1,-6%,-3%,5%,8%,1%,2%,-2%,0%,-14,-2%,13
O=S(=O)(c1ccc(-n2cnnn2)cc1)N(C1CCCCC1)C1CCCCC1,1%,1%,-4%,5%,2%,-9%,1%,0%,6,-11%[11.7 µM],-10
Cc1ccc(C)c(OC(=O)C2CSC3(C)CCC(=O)N23)c1C (configuration not stated),-6%,-4%,x,-1%,x,-9%,0%,x,7,x,-20
COC(=O)/C(=C\C(=O)c1ccc([N+](=O)[O-])cc1)Nc1ccc(OC)cc1,-1%,12%,u,-1%,x,-24%,4%,5%,-6,x,-8
CN(C)c1ccc(C(=O)OCC(=O)NC2CCCCC2)cc1,0%,16%,-2%,u,1%,4%,1%,-17%,2,-6%,-2
O=C(COc1ccccc1)Nc1cccc(-c2ccc(N3CCOCC3)nn2)c1,6%,-2%,x,-7%,x,-2%,1%,x,4,x,8
O=C(Nc1ccc(F)cc1)Nc1ccc2ccccc2n1,-6%,2%,4%,u,-3%,1%,-1%,x,-9,11%,-2
CCN(CC)S(=O)(=O)c1cccc(C(=O)OC2CCOC2=O)c1 (configuration not stated),-9%,-14%,-7%,1%,-1%,8%,-6%,-1%,3,9%,14
COc1ccc2nc(-c3ccccc3)cc(C(=O)OCC(=O)NC3CC3)c2c1,0%,1%,x,-20%,x,x,2%,x,-8,x,-8
CCc1ccc(S(=O)(=O)/N=C2\C=C(Nc3ccc(O)cc3)C(=O)c3ccccc32)cc1,-38%[inhibitor],0%,u,u,6%,-27%,-2%,-26%,3,u,-19
Cn1c(C(=O)N2CCN(Cc3ccc4c(c3)OCO4)CC2)cc2sccc21,3%,-15%,-1%,-7%,7%,1%,u,1%,11,-8%,-7
